U2OS ROS induce: cancer cell ROS induction | ROS induction (% of piperlongumine), % at 10 µM | AID 624156 | U2OS ROS induction, H2DCF-DA fluorescence | 46,000 compounds, 2% hits; in the data active means ROS induction above about 79%, passing the limit was not always enough;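 further: 0% = DMSO vehicle median and 100% = reference compound median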
Starred values were filed as active, the others as inactive.

canonical_smiles	U2OS ROS induce
CC1=C(C(N)=O)C(c2cccs2)NC(=S)N1 (stereo unspecified)	-2
COc1ccc(NC(=O)N(C)C[C@@H]2Oc3ccc(NS(=O)(=O)c4ccc(F)cc4)cc3C(=O)N([C@H](C)CO)C[C@@H]2C)cc1	20
C[C@@H]1CN([C@H](C)CO)C(=O)CCCn2cc(nn2)CO[C@H]1CN(C)C(=O)Nc1ccc2c(c1)OCCO2	3
COCCCNc1ncnc(N)c1[N+](=O)[O-]	1
COc1ccc(CCN2C(=O)[C@@]3(Cc4ccccc42)c2ccccc2C(=O)N(Cc2ccccc2C(F)(F)F)[C@H]3c2ccc(CO)cc2)cc1	3
CCOC(=O)c1cnc2c(ccc3ccccc32)c1NCCOC(=O)c1cccnc1	248*
C[C@@H]1CN([C@H](C)CO)C(=O)CCCn2nncc2CO[C@H]1CN(C)S(=O)(=O)c1ccc(Oc2ccccc2)cc1	4
COC(=O)c1ccccc1NC(=O)CSc1nc2ncccc2[nH]1	-9
COc1ccc(S(=O)(=O)Nc2ccc3c(c2)CC(=O)N([C@@H](C)CO)C[C@H](C)[C@H](CN(C)S(=O)(=O)c2ccccc2)O3)cc1	8
COC(=O)c1ccc2c(c1)N(C)S(=O)(=O)/C(=C\Nc1ccc(Cl)cc1)C2=O	-7
N#C/C(=C\N1CCC(n2cccc2)CC1)S(=O)(=O)c1ccccn1	-11
COC(=O)c1ccccc1NC(=O)Cn1nc(C)c([N+](=O)[O-])c1C	-7
C[C@@H]1CCCCO[C@@H](CN(C)Cc2ccc3c(c2)OCO3)[C@@H](C)CN([C@H](C)CO)C(=O)c2cc(NC(=O)Nc3ccccc3)ccc2O1	-10
Cc1ccc(S(=O)(=O)N(C)C[C@H]2Oc3c(NC(=O)NC4CCCCC4)cccc3C(=O)N([C@H](C)CO)C[C@@H]2C)cc1	26
Cc1noc(C)c1S(=O)(=O)Nc1ccc2c(c1)C(=O)N([C@H](C)CO)C[C@H](C)[C@H](CN(C)C(=O)CCC(F)(F)F)OCCCC[C@@H](C)O2	3
CCC(C)C1=NN(C(=O)c2ccccc2)C(O)(C(=O)OC)C1 (stereo unspecified)	4
C[C@@H]1CN([C@H](C)CO)C(=O)c2cc(NS(=O)(=O)c3ccc(Cl)cc3)ccc2O[C@H]1CN(C)S(=O)(=O)c1ccc(F)cc1	-11
C[C@@H]1CN([C@@H](C)CO)C(=O)c2cc(NC(=O)CCCCCC(=O)Nc3ccccc3N)ccc2O[C@H]1CN(C)Cc1ccccc1	4
COc1ccc(Cn2nnc3c(=O)[nH]c(C4CCCN(S(=O)(=O)c5ccccc5)C4)nc32)cc1 (stereo unspecified)	139*
C=C(C(=O)O)C1C(OC(=O)/C(=C/CO)CO)CC(C)(O)C2CC(OC(C)=O)C(C)=CC12 (stereo unspecified)	-7
C[C@@H]1CN([C@@H](C)CO)C(=O)c2cc(NC(=O)C3CCCCC3)ccc2O[C@@H]1CN(C)S(C)(=O)=O	-6
Cc1noc(C)c1NC(=O)Nc1cccc2c1O[C@H](CN(C)Cc1ccncc1)[C@H](C)CN([C@H](C)CO)C2=O	1
COc1ccc(CNC(C)=O)cc1	-5
COc1cccc(NC(=O)CSc2nnc(-c3ccccc3)n2-c2ccc(Cl)cc2)c1	10
C[C@H]1CN([C@@H](C)CO)C(=O)Cc2cc(NC(=O)Cc3cn(C)c4ccccc34)ccc2O[C@H]1CN(C)S(=O)(=O)c1ccc(F)cc1	12
CCN[C@H]1CN(CCCOC)S(=O)(=O)c2sc(S(N)(=O)=O)cc21	4
CC(=O)c1cccc(NC(=O)CN(Cc2ccc(Cl)cc2)S(C)(=O)=O)c1	-4
CC1(C)CC(=O)C=C(OC(=O)c2ccc(C(C)(C)C)cc2)C1	-14
COc1ccc(S(=O)(=O)N(C)C[C@@H]2Oc3ncc(Br)cc3C(=O)N([C@H](C)CO)C[C@@H]2C)cc1	-3
CCCc1nc2c(o1)N(C(=O)OCC)C(N)=C(C#N)C21CCNCC1	-10
COc1ccc(NC(=O)N(C)C[C@@H]2Oc3ccc(NC(=O)Nc4ccc(C(F)(F)F)cc4)cc3C(=O)N([C@H](C)CO)C[C@@H]2C)cc1	-6
Cc1noc(C)c1S(=O)(=O)N(C)C[C@H]1OCCCC[C@@H](C)Oc2ccc(NC(=O)Cc3ccccc3)cc2C(=O)N([C@H](C)CO)C[C@@H]1C	16
CCOC(=O)c1nn(-c2ccccc2)c(C#N)c1NC(=O)c1nn(CC)cc1Br	166*
C[C@H]1CN([C@@H](C)CO)C(=O)CCCn2cc(nn2)CO[C@@H]1CN(C)Cc1ccc(-c2ccccc2)cc1	-1
Cn1ncc(C#N)c1NC(=O)C1CC(c2ccc(Cl)c(Cl)c2)=NO1 (stereo unspecified)	-5
CC/C=C\C/C=C\C/C=C\C/C=C\C/C=C\CCCC(=O)O	6
C[C@H]1CN([C@@H](C)CO)C(=O)c2cccc(NC(=O)Nc3cccc4ccccc34)c2O[C@@H]1CN(C)C(=O)Nc1ccc(C(F)(F)F)cc1	-2
O=C(CCCCCCC(=O)Nc1ccccc1O)N/N=C/c1cccc(B(O)O)c1	1
CN1C(=O)CSc2ccc(NC(=O)N3CCN(c4ccccc4)CC3)cc21	5
O=C1CC(SCCc2nc3ccccc3[nH]2)C(=O)N1c1cccc(F)c1 (stereo unspecified)	-4
C=CC[C@@]1(C(=O)NCC(O)CO)N=C(c2ccc(OCCCO)cc2)O[C@@H]1c1ccccc1 (stereo partly specified)	-7
C[C@@H]1CN([C@H](C)CO)C(=O)CCCn2cc(nn2)CO[C@@H]1CN(C)C(=O)Nc1cccc2ccccc12	4
C[C@H]1CN([C@@H](C)CO)C(=O)c2cc(NC(=O)Nc3ccc(F)cc3)ccc2O[C@H]1CN(C)S(=O)(=O)c1ccc(F)cc1	-4
COc1ccc(NC(=O)N(C)C[C@H]2Oc3c(NS(=O)(=O)c4ccc(F)cc4)cccc3C(=O)N([C@H](C)CO)C[C@H]2C)cc1	-10
O=C(CSc1ccc(Cl)cc1)Nc1cccc(-c2nnc(-c3ccco3)o2)c1	8
C[C@H]1CN([C@@H](C)CO)C(=O)c2cc(N(C)C)ccc2O[C@@H]1CN(C)Cc1ccc(Oc2ccccc2)cc1	28
Cc1noc(C)c1S(=O)(=O)Nc1ccc2c(c1)C(=O)N([C@H](C)CO)C[C@H](C)[C@@H](CN(C)C)OCCCC[C@@H](C)O2	0
COc1ccc(NC(=O)Nc2ccc3c(c2)C(=O)N([C@H](C)CO)C[C@H](C)[C@H](CN(C)Cc2ccc(C(=O)O)cc2)OCCCC[C@@H](C)O3)cc1	33
Cc1onc(-c2ccccc2)c1-c1nc(CSc2nc3ccccc3[nH]2)no1	7
C[C@@H]1CN([C@H](C)CO)C(=O)Cc2cc(NC(=O)CCN3CCOCC3)ccc2O[C@H]1CN(C)Cc1ccc(C(F)(F)F)cc1	1
C[C@H](CO)N1C[C@H](C)[C@H](CN(C)S(=O)(=O)c2cn(C)cn2)Oc2c(NC(=O)Nc3ccc4c(c3)OCO4)cccc2C1=O	-11
CC(C)[C@@H]1CC[C@@]2(C)[C@H](O)CC[C@@](C)(O)[C@@H]2[C@@H]1OC(=O)/C=C/c1ccccc1	8
CCC(Sc1nnnn1-c1ccccc1)C(=O)Nc1ccc([N+](=O)[O-])cc1 (stereo unspecified)	52
C[C@@H]1CN([C@@H](C)CO)C(=O)Cc2cc(NC(=O)Cn3cnnn3)ccc2O[C@@H]1CN(C)S(=O)(=O)c1ccc(F)cc1	5
CC1=C(C(=O)Nc2cccc(Cl)c2C)C(c2ccc(F)cc2)NC(=S)N1 (stereo unspecified)	2
C[C@H](CO)N1C[C@H](C)[C@@H](CN(C)S(=O)(=O)c2ccc(Cl)cc2)Oc2c(NC(=O)Nc3cccc4ccccc34)cccc2C1=O	9
CCn1c(SCC(=O)Nc2cccc(Cl)c2C)nnc1-c1ccncc1	0
CCCCn1c2ccccc2c2nnc(SCCN3CCOCC3)nc21	155*
CNS(=O)(=O)c1cc(-c2nnc(Nc3ccc(C(=O)N(C)C)cc3)c3ccccc23)ccc1C	-10
CC(C)NC(=O)N(C)C[C@H]1Oc2ccc(NS(=O)(=O)c3ccccc3)cc2C(=O)N([C@@H](C)CO)C[C@H]1C	-14

Some values from above.
`COc1ccc(CNC(C)=O)cc1` @ U2OS ROS induce = -5
`COC(=O)c1ccccc1NC(=O)CSc1nc2ncccc2[nH]1` @ U2OS ROS induce = -9
`C[C@@H]1CN([C@H](C)CO)C(=O)CCCn2cc(nn2)CO[C@H]1CN(C)C(=O)Nc1ccc2c(c1)OCCO2` @ U2OS ROS induce = 3
`CCC(Sc1nnnn1-c1ccccc1)C(=O)Nc1ccc([N+](=O)[O-])cc1` (stereo unspecified) @ U2OS ROS induce = 52
`Cc1ccc(S(=O)(=O)N(C)C[C@H]2Oc3c(NC(=O)NC4CCCCC4)cccc3C(=O)N([C@H](C)CO)C[C@@H]2C)cc1` @ U2OS ROS induce = 26
`C[C@H](CO)N1C[C@H](C)[C@@H](CN(C)S(=O)(=O)c2ccc(Cl)cc2)Oc2c(NC(=O)Nc3cccc4ccccc34)cccc2C1=O` @ U2OS ROS induce = 9

Following part:
canonical_smiles	U2OS ROS induce
Nc1ccc(S(=O)(=O)NC2CCCCC2)cc1	-14
C[C@H]1CN([C@@H](C)CO)C(=O)Cc2cc(NC(=O)Nc3ccc(C(F)(F)F)cc3)ccc2O[C@H]1CN(C)S(=O)(=O)c1ccccc1	33
C[C@@H]1CN([C@H](C)CO)C(=O)c2cc(NC(=O)CCN3CCOCC3)ccc2O[C@@H]1CN(C)CC1CC1	-10
Cc1ccc(Nc2ncc(C(=O)NCCC3=CCCCC3)c3ccccc23)cc1Cl	-11
C[C@@H]1CN([C@H](C)CO)C(=O)c2cccc(NC(=O)c3nc4ccccc4s3)c2O[C@H]1CN(C)C(=O)NC1CCCCC1	1
CN(C)CCN(Cc1ccccc1)c1ccccn1	-9
COCCCN1C(=O)[C@@]2(Cc3ccccc31)c1ccccc1C(=O)N(Cc1ccccc1)[C@H]2c1ccc(CO)cc1	5
N#Cc1c(-c2ccccc2)nc(SCC(=O)Nc2ccc(Oc3ccccc3)cc2)[nH]c1=O	-11
COc1cc(OC)cc(C2C(C#N)=C(N)OC(N)=C2C#N)c1	20
C[C@@H]1CN([C@H](C)CO)C(=O)c2cc(N(C)C)ccc2O[C@@H]1CN(C)Cc1ccc(C(F)(F)F)cc1	-11
O=C(Oc1ccc(S(=O)(=O)c2ccc(OC(=O)c3cccs3)cc2)cc1)c1cccs1	36
CC(C(=O)Nc1cc(Cl)ccc1O)N1C(=O)c2ccccc2C1=O (stereo unspecified)	-19
C=C(C)C1CCC2(C)OC(=O)N(Cc3ccccc3)C12C (stereo unspecified)	-6
COc1cc([C@H]2Oc3c(OC)cc(/C=C/CO)cc3[C@H]2CO)ccc1OC1OC(CO)C(O)C(O)C1O (stereo partly specified)	-7
COc1ccc(NC(=O)Nc2ccc3c(c2)CC(=O)N([C@H](C)CO)C[C@@H](C)[C@H](CN(C)C(=O)Nc2ccc(F)cc2)O3)cc1	6

In the list so far, these contain a thiophene ring, fused or not:
canonical_smiles	U2OS ROS induce
CC1=C(C(N)=O)C(c2cccs2)NC(=S)N1 (stereo unspecified)	-2
CCN[C@H]1CN(CCCOC)S(=O)(=O)c2sc(S(N)(=O)=O)cc21	4
O=C(Oc1ccc(S(=O)(=O)c2ccc(OC(=O)c3cccs3)cc2)cc1)c1cccs1	36

Continuation:
canonical_smiles	U2OS ROS induce
C[C@H]1CN([C@@H](C)CO)C(=O)c2cccc(NS(=O)(=O)c3cn(C)cn3)c2O[C@@H]1CN(C)C	-2
CC1(C)CC(=O)c2c(nn(-c3ccccc3)c2N)C1	-1
C[C@H](CO)N1C[C@H](C)[C@@H](CN(C)Cc2ccc(Cl)c(Cl)c2)Oc2c(NC(=O)Nc3ccc(F)cc3)cccc2C1=O	17
C[C@@H]1CN([C@H](C)CO)C(=O)Cc2cc(NC(=O)Cc3cn(C)c4ccccc34)ccc2O[C@H]1CN(C)Cc1ccc(-c2ccccc2)cc1	17
CC1(C)CC(=O)C(C(NC(=O)c2ccccc2)(C(F)(F)F)C(F)(F)F)C(=O)C1	-11
CC(C)NC(=O)N(C)C[C@H]1Oc2ccc(NS(=O)(=O)c3ccc(Cl)cc3)cc2C(=O)N([C@H](C)CO)C[C@H]1C	5
CNC[C@H]1Oc2c(NC(=O)C3CCCCC3)cccc2C(=O)N([C@@H](C)CO)C[C@H]1C	-2
C[C@@H]1CN([C@H](C)CO)C(=O)CCCn2cc(nn2)CO[C@@H]1CN(C)CC1CCCCC1	16
Cc1ccccc1Cn1cc(SCC(=O)N2CCCc3ccccc32)c2ccccc21	64
C[C@@H]1CN([C@H](C)CO)C(=O)c2cccc(NC(=O)c3ccncc3)c2O[C@@H]1CN(C)Cc1ccc(C(=O)O)cc1	-4
C[C@@H]1CCCCO[C@H](CN(C)S(=O)(=O)c2ccc(F)cc2)[C@@H](C)CN([C@H](C)CO)C(=O)c2cc(NS(C)(=O)=O)ccc2O1	-3
O=C(NCCCN1CCCC1=O)Nc1ccc([N+](=O)[O-])cc1	1
COC(=O)COc1ccc2c(=O)c(-c3ccc(Cl)cc3)coc2c1	12
Cn1c(SCC(=O)Nc2c(Cl)cc(Cl)cc2Cl)nnc1-c1ccc(Cl)cc1	31
C[C@H](CO)N1C[C@H](C)[C@@H](CN(C)Cc2ccc(Oc3ccccc3)cc2)Oc2ccc(NS(=O)(=O)c3cccs3)cc2C1=O	93*

Shown with each value named: part of the list above.
O=C(NCCCN1CCCC1=O)Nc1ccc([N+](=O)[O-])cc1
  U2OS ROS induce: 1
C[C@@H]1CCCCO[C@H](CN(C)S(=O)(=O)c2ccc(F)cc2)[C@@H](C)CN([C@H](C)CO)C(=O)c2cc(NS(C)(=O)=O)ccc2O1
  U2OS ROS induce: -3

Next results:
canonical_smiles	U2OS ROS induce
C[C@H](CO)N1C[C@H](C)[C@H](CN(C)C(=O)c2ccccc2)OCc2cnnn2CCCC1=O	-2
CCCCCC(O)CC(O)CCc1ccc(O)c(OC)c1 (stereo unspecified)	-3
COC(=O)C1=C[C@@H](O)[C@@H](O)[C@H](O[C@@H]2O[C@H](CO)[C@@H](O)[C@H](O)[C@H]2OC(=O)/C=C/c2ccccc2)C1	-5
O=c1oc2cc(OCc3ccc(Cl)cc3)ccc2c2c1CCC2	-12

From PubChem BioAssay

This is a subset. The share of hits here may be higher or lower than overall.
